Bioassay records (PubChem)
GLP1R inv ag = acts as inverse agonist at human GLP-1 receptor; AID 624417; P43220; Potency, µM (titrated, usually from 38.3 µM), for inactives: top-dose activity change, negative = inhibition, actives largely listed as inhibitors; actives 1.6% (n = 410,000); HEK293 GLP-1R CRE-luciferase, luminescence, 24 h; GLP-1R form is constitutively active; note: potency is the fitted concentration of half-maximal effect; % is set by controls: 0 for no effect and ±100 for the full control effect; nearly all actives have a fitted effect of over 55% in size
Target sequence (P43220 whole entry, looked up): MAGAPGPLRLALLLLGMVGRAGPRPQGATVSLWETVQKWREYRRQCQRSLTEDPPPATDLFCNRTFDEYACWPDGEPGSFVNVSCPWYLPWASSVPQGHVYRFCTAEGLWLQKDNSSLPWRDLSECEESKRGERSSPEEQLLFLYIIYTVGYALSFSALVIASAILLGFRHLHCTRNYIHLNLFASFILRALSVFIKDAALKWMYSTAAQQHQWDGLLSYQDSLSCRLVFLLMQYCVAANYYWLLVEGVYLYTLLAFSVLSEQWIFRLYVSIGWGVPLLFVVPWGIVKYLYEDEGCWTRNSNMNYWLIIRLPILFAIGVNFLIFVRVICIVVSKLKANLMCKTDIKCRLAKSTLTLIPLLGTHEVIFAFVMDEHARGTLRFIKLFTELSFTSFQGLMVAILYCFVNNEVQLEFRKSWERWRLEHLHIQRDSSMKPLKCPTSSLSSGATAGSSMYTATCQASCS
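Inverse agonists were sought by their lowering of basal cAMP reporter luciferase output in HEK293 cells stably carrying constitutively active human GLP-1R, after 24 h compound treatment.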
PTHR1 ag = activates the human parathyroid hormone receptor PTHR1. Q03431. HEK293 GP2 PTHR1 cells, GloSensor cAMP luminescence, 1 h. Potency, µM (series often up to 115 µM), without a hit: at the highest dose activation, hits mostly activators. actives 0.075% (n = 410,000). AID 743266; note: potency is the fitted concentration of half-maximal effect; nearly all actives have a fitted effect of over 55% in size; some results filed as inactive show a strong effect at the top dose; inactives centre near -15; many of its hits are not listed in these tables
Target sequence (Q03431 whole entry, looked up): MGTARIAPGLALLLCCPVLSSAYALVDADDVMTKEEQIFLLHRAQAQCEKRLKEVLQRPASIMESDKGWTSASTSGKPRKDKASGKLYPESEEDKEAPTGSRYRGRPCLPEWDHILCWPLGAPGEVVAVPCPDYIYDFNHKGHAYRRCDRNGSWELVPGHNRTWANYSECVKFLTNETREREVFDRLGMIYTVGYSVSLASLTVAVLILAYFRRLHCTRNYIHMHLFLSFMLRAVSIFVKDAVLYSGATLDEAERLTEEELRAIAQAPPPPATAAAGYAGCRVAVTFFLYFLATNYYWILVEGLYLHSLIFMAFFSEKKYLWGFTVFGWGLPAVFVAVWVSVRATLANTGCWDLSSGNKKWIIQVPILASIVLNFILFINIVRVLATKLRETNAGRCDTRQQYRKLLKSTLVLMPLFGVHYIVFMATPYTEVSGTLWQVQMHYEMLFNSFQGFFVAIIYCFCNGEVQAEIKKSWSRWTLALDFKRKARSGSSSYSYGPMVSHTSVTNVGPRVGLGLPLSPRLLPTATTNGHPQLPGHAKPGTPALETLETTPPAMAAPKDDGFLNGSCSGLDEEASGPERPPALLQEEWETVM
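HEK-293-derived GP2 cells expressing PTHR1 and a GloSensor cAMP reporter, 3,000/well, plated overnight, given luciferin plus IBMX (each 0.5 mM as added) for 1 h at 37 °C, then compound for 1 h at 37 °C. Luminescence was read after 15 min at room temperature.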
GLP-1R agonist = activates the human GLP-1 receptor; AID 624172; HEK293 GLP-1R CRE-luciferase, luminescence, 4-6 h; cells express a hypersensitive GLP-1R form; Potency, µM (series often up to 45.6 µM), without a hit: at the top dose activation, usual class: activators; actives 0.007% (n = 380,000); note: potency is the fitted concentration of half-maximal effect; % of control where 0% means no effect
TDP43 rescue = inhibitors of TDP-43 toxicity in yeast; actives 1.8% (n = 410,000); Potency, µM (top dose mostly 46.1 µM), for inactives: top-dose growth rescue (activation), most hits filed as activators; AID 652104; TDP-43 expressing yeast growth rescue, BacTiter-Glo, 24 h; note: potency is the fitted concentration of half-maximal effect; % of control where 0% means no effect; nearly all actives have a fitted effect of over 50% in size
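Galactose-induced TDP-43 yeast, OD600=0.02, compound pinned; 24 hr, 30 deg C; BacTiter-Glo luminescence for growth. Inhibitors of TDP-43 toxicity read as activators.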
aSyn rescue = rescues yeast growth from alpha-synuclein toxicity. Yeast expressing alpha-synuclein, growth rescue, BacTiter-Glo, 24 h. Potency, µM (top dose mostly 46.1 µM), without a hit: at the top dose growth rescue (activation), most hits filed as activators. actives 0.14% (n = 370,000). AID 652106; note: potency is the fitted concentration of half-maximal effect; % of control where 0% means no effect; nearly all actives have a fitted effect of over 65% in size
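Galactose-induced alpha-syn yeast (OD600=0.02, raffinose-pregrown) + pinned cpd, 24 hr, 30 deg C; growth by BacTiter-Glo luminescence. Growth restoration scores as activation.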
GLP1R cytotox = cytotoxicity in counter-screen for GLP-1R inverse agonists; Potency, µM (highest dose often 38.3 µM), inactives show top-dose activity change, negative = inhibition, actives largely listed as inhibitors; HEK293 cAMP-luciferase reporter cells, luminescence, 24 h; actives 0.13% (n = 410,000); AID 624418;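 note: loss of luciferase light is scored as toxicity; potency is the fitted concentration of half-maximal effect; % is set by controls: 0 for no effect and ±100 for the full control effect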
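Seeding density was 200 cells/uL; after overnight-length (12 h) culture, 23 nL compounds went on for 24 h at 37 °C. Readout used a luciferase detection reagent, luminescence taken after 12 min at room temperature.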
KB-V1 cytotox = KB-V1 MDR subline cytotoxicity | AID 1347076 | Potency, µM (top dose mostly 46.1 µM), for the others: at the highest dose activity change, negative = cytotoxicity, most hits filed as cytotoxic | actives 3.4% (n = 400,000) | KB-V1 MDR cells viability, CellTiter-Glo, 72 h; note: potency is the fitted concentration of half-maximal effect; % is set by controls: 0 for no effect and ±100 for the full control effect; nearly all actives have a fitted effect of over 60% in size
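KB-V1 MDR subline cells in DMEM (phenol-red free, 10% FBS) exposed to compounds in qHTS concentration series for 72 h at 37 degrees C. Viability read by CellTiter-Glo luminescence; concentration-effect curves fitted after normalization and correction.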
D3 ag = D3 dopamine receptor (human) agonism; P35462; D3R DiscoveRx beta-arrestin cells, luminescence, 90 min; max activation, %; actives 0.58% (n = 410,000); in the data active = max activation above about 30%; note: 0% is about no effect; mostly tested at two doses, the higher about 12 µM
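Cells at 1500/well, incubated overnight, then treated with pinned compounds (dopamine as control) for 90 min at 37 degrees C. DiscoveRx reagent added for 30 - 60 minutes at room temperature; luminescence read.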
DRD3 antagonist = D3 dopamine receptor (human) antagonism; D3R cells, DiscoveRx beta-arrestin luminescence, antagonist mode; stronger effect = lower value; max response, negative = inhibition, %; actives 2.5% (n = 360,000); in the data active = max response below about -50%; inconclusive = no clear call, values can overlap the other calls; note: % is set by controls: 0 for no effect and ±100 for the full control effect; mostly tested at two doses, the higher about 12 µM
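Cells plated overnight at 1500 cells/well, then exposed to library compounds with dopamine controls for 90 minutes at 37 degrees C. DiscoveRx reagent added for 30–60 minutes at room temperature; luminescence read, quantitative HTS format.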
The depositor's hits bear a star; i = inactive; ? = inconclusive; nt = no result given; & = joins results of further samples; [ ] = another dose, or the depositor's remark. Unless noted, calls come from the whole dose curve; as a rule, active = well fitted curve in the direction sought with a large enough effect; inconclusive = small, poorly fitted or top-dose-only effect, or another doubt; inactive = no such curve, though single readings can be large; an effect the other way counts as inactive or inconclusive.

SMILES	GLP1R inv ag	PTHR1 ag	GLP-1R agonist	TDP43 rescue	aSyn rescue	GLP1R cytotox	KB-V1 cytotox	D3 ag	DRD3 antagonist
O=[N+]([O-])c1ccc(S(=O)(=O)NN=Cc2ccc(Cl)c(Cl)c2)cc1	-14.8%	-14.6%	1.6%	13.6%	-41.5%[inhibitor]	-10.0%	?	7.3	-51.4*
O=C(CSc1nc2ccccc2nc1N1CCCC1)Nc1ccc(Cl)cc1	-15.4%	-3.2%	-6.6%	3.4%	-4.0%	-6.4%	15.3%	2.5	-14.0
CCOc1ccc2nc(SCC#N)c(C#N)cc2c1	183.5%[activator]	i	17.8%	9.4%	8.4%	98.2%[activator]	-13.9%	-2.2	6.4
CSC1=C(C#N)C(C)CC(=O)N1 (stereo unspecified)	29.8%	i	-4.5%	8.0%	-0.1%	0.6%	28.3%	1.6	2.4
O=C(Nc1ccccc1C(F)(F)F)N1CCCC(O)C1 (stereo unspecified)	19.1%	-8.9%[57.5 µM]	-14.4%	-3.6%	0.8%	-2.9%	0.0%	1.5	17.6
Cc1ccc(-c2ccc(C(=O)O)[nH]2)cc1	-3.3%	i	-10.0%	9.0%	-10.7%	3.5%	3.9%	4.4	-17.4
CCOC(=O)c1cccc(NC(=O)c2cc3cc4cc(OC)ccc4nc3s2)c1	-4.5%	-3.2%	-0.4%	14.9%	nt	1.1%	15.0%	3.2	nt
CCCC(=O)Nc1ccc2oc(-c3cccnc3)nc2c1	60.7%[activator]	i	11.8%	-6.3%	1.4%	-2.2%	3.1%	4.4	-5.9
Fc1ccc(-c2csc(-c3ccc(C4SCCS4)cc3)n2)cc1F	16.0%	i	0.8%	0.5%	11.5%	-12.9%	5.7%	-5.0	13.8
COc1ccccc1C(=O)N/C(=C\c1cn(S(=O)(=O)N(C)C)c2ccccc12)C(=O)NCCN1CCOCC1	4.1%	i	6.8%	10.5%	-1.1%	-28.3%	21.1%	-3.1	7.9
CC(=O)c1cc2c(cc1NC(=O)CCn1cccc1)OCO2	-1.8%	i	3.8%	6.9%	6.6%	-4.0%	4.7%	2.4	2.2
Cc1c([N+](=O)[O-])cc(S(=O)(=O)Nc2ccncc2)cc1[N+](=O)[O-]	6.0%	-49.6%[inhibitor]	1.3%	6.9%	-3.5%	1.3%	?	-1.7	-10.7
COc1ccc(Nc2nc(N)nc(CSc3nccc(C)n3)n2)cc1	195.8%[activator]	i	?	5.4%	-5.1%	3.6%	-19.2%	-3.3	16.7
COc1ccc(OC)c(/C=c2\sc3nc(-c4cccs4)nn3c2=O)c1	7.3%	i	-1.2%	19.9%	14.9%	4.2%	3.9%	-1.4	-16.8
Cc1ccc(/C=N/Nc2cc(C)nc(NCc3ccccc3)n2)cc1	2.82µM*	i	13.5%	-23.9%	0.0%	-14.6%	-3.1%	-0.9	-6.4
COc1ccc(NC(=O)Cn2c(=O)n(Cc3ccco3)c(=O)c3oc4ccccc4c32)cc1Cl	1.3%	i	nt	1.6%	nt	0.0%	nt	-23.4	nt
COCc1nnc(NC(=O)c2ccc(Cl)cc2[N+](=O)[O-])s1	19.3%	i	6.1%	-8.3%	-1.6%	25.3%	0.0%	-2.6	-22.2
Cn1cc(CN2CCC(C(=O)Nc3ccc(Oc4ccccc4F)cc3)CC2)cn1	11.2µM*	i	-3.0%	-2.5%	-5.7%	22.6%	-5.3%	-5.2	17.0
Cc1ccc2nc3c(c(C(=O)OCC(=O)N(C)C4CCS(=O)(=O)C4)c2c1)CCCC3 (stereo unspecified)	-3.3%	-23.8%	7.8%	14.6%	5.7%	2.0%	-19.5%	-0.2	14.0
CN1C(C(=O)c2ccccc2)=C(N)c2ccccc2S1(=O)=O	-25.8%	-3.8%	-0.8%	20.7%	5.6%	-4.6%	0.0%	3.3	-1.1
Fc1cc2[nH]cnc2cc1Cl	1.4%	i	4.8%	5.8%	-1.5%	-5.8%	0.0%	-1.8	-0.1
COc1cccc(NC(=O)c2cccc3c(=O)c4c([nH]c23)CCCC4)c1	15.6%	i	nt	6.8%[9.22 µM]	nt	9.1%	-3.7%	-6.3	nt
CC(C)(C)OC(=O)C[C@H]1C/C=C\C[C@H](CC(=O)N[C@H](CO)Cc2ccccc2)C(=O)N2CCC[C@@H]2COC1=O	30.2%	-10.8%	-4.5%	0.6%	0.6%	5.4%	-5.1%	12.3	8.5
CSCC[C@H](NS(=O)(=O)c1ccc(C(C)=O)cc1)c1nnc2ccccn12	8.6%	i	3.6%	19.9%	0.0%	1.3%	2.6%	1.2	26.0
CCCN(CCC)C(=O)c1cc2c(=O)n3cccc(C)c3nc2s1	-0.3%&8.0%	-6.7%&-27.3%	?	7.0%	-3.9%	62.9%&2.4%[activator]	?	-8.5&-3.3	3.6
COc1ccc(N2C(=O)CSC23C(=O)N2c4c(cccc43)C(C)=CC2(C)C)cc1 (stereo unspecified)	?	i	6.4%	-16.1%	15.8µM*	6.6%	0.0%	6.9	-12.5
Cc1c(-c2ccccc2)nc(N)c(C#N)c1-c1cccnc1	4.4%	-27.1%	8.9%	9.6%	-0.1%	0.5%	-20.1%	-20.0	6.1
CN1C(=O)/C(=C/C=C2/CCCN2C)N(C)C1=S	14.8%	-10.6%	8.6%	-9.2%[0.397 µM]	-5.6%	-7.6%	6.4%	-0.4	-10.5
O=C(CCSCc1cccc(F)c1)NCc1ccccc1	-10.7%	i	nt	0.0%	nt	0.4%	4.9%	2.9	nt
CCCc1c(C(=O)Nc2ccc(F)cc2)cnn1-c1ccccc1	10µM*	-6.9%	10.6%	?	22.1%	-2.6%	-7.9%	6.5	-7.3
CCOC(=O)[C@H]1[C@H]2COc3ccc(C)cc3[C@@H]2N2C(=O)c3ccccc3NC(=O)[C@@]12C	13.9%	-22.1%	5.0%	25.5%	-3.9%	-6.5%	10.0%	-3.8	?
CC1CC(C)CN(C(=O)COC(=O)c2ccc3ncsc3c2)C1 (stereo unspecified)	10.7%	-13.2%	-0.5%	11.3%	2.6%	-26.9%	13.6%	0.8	9.3
CCCCOc1c(Cl)cc(C(=O)N(Cc2ccc(C)o2)C2CCS(=O)(=O)C2)cc1Cl (stereo unspecified)	?	-22.8%	nt	?	nt	3.0%	-62.7%	-11.2	nt
C[C@H]1CN(C2CCCCC2)C(=O)[C@@H]1CC(=O)Nc1ccc(Br)cc1	3.2%	-16.3%	8.7%	?	11.1%	2.3%	?	4.2	0.5
COc1ccc(C2=NN(C(=O)CSC3=NN4CCCC(=O)N=C4S3)C(c3cccc(OC)c3OC)C2)cc1 (stereo unspecified)	11.3%	i	11.6%	8.2%	7.4%	-2.8%	0.0%	-7.5	-13.9
CC(C)(C)Cc1nnc(NS(C)(=O)=O)s1	0.0%	i	-16.4%	-22.9%	-6.5%	6.6%	26.4%	13.0	14.0

Results in TDP43 rescue, for some of the entries so far:
SMILES	TDP43 rescue
CCCN(CCC)C(=O)c1cc2c(=O)n3cccc(C)c3nc2s1	7.0%
COc1ccc(N2C(=O)CSC23C(=O)N2c4c(cccc43)C(C)=CC2(C)C)cc1 (stereo unspecified)	-16.1%

(list continues)
SMILES	GLP1R inv ag	PTHR1 ag	GLP-1R agonist	TDP43 rescue	aSyn rescue	GLP1R cytotox	KB-V1 cytotox	D3 ag	DRD3 antagonist
C#CCOCCOCCOCCNc1nc(N2CCN(C(=O)[C@H](Cc3cc4ccccc4[nH]3)n3cc(C(N)CC(C)C)nn3)CC2)nc(N2CCN(C(=O)[C@H](CCC(=O)O)n3cc(C(N)[C@H](C)CC)nn3)CC2)n1 (stereo partly specified)	0.0%	-6.2%	1.7%	-8.8%	0.9%	-1.4%	-3.2%	-13.6	0.0
O=C(CNC(=O)c1nc[nH]c1C(=O)N1CCN(c2ccccc2)CC1)OCc1ccccc1	11.0%	-22.6%	-2.2%	-7.4%	-6.6%	?	7.0%	17.6	-17.6
CCOCCc1nnc(NC(=O)c2cccs2)s1	29.8%	-24.0%[57.5 µM]	2.7%	-3.2%	-4.2%	3.9%	-2.0%	-2.6	-18.9
O=C(NC[C@@H]1CCCO1)c1cccc2c1C(=O)c1ccc(Cl)cc1S2(=O)=O	9.4%	i	7.9%	-4.5%	2.3%	-14.4%	-9.3%	4.9	37.8
CCOc1cccc(CNc2ccc(O)cc2)c1OCc1ccc(Cl)cc1Cl	?	i	13.5%	2.1%	-3.7%	-30.8%	-7.5%	0.4	19.8
CCS(=O)(=O)C1=NN2C(=N)/C(=C\c3ccc(OC(=O)c4ccco4)c(OC)c3)C(=O)N=C2S1	-2.8%	3.6%	-5.3%	-4.6%	-7.3%	0.0%	15.8%	1.1	8.3
O=C(COC(=O)C(c1ccccc1)c1ccccc1)NCc1ccco1	?	-64.7%[inhibitor]	-1.9%	?	3.3%	7.1%	0.0%	14.3	2.7
C=CCOC(=O)C1=C(C)NC(C)=C(C(=O)OCC=C)C1/C=C/c1ccccc1	5.01µM*	-13.2%	2.9%	?	20.4%	-25.7%	?	-1.2	21.4
CCN(CC)C(CNS(=O)(=O)c1ccc(Cl)cc1)c1ccccc1 (stereo unspecified)	?	-24.7%	0.1%	5.1%	0.2%	1.0%	?	-10.9	-20.1
O=[N+]([O-])c1cc(S(=O)(=O)Nc2ccccc2)ccc1N1CCN(c2ccccc2)CC1	?	-39.3%[inhibitor]	-17.3%	14.7%	1.1%	?	?	-7.1	?
Cc1ccccc1C(=O)Nc1cc(C(F)(F)F)ccc1-n1cncn1	-14.3%	-38.2%[inhibitor]	-5.4%	18.5%	0.0%	-10.8%	14.3%	-1.1	19.8

An excerpt; rates above refer to the full screens.
